APJ agonist – agonists of human apelin receptor APJ, primary screen, CHO-K1 cells, PathHunter beta-arrestin, luminescence; P35414; 0% DMSO wells, 100% apelin; activation, % at 20 µM; 0.11% of 330,000 active;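 active = activation more than six SD over the plate average, tested at 20 µM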;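 also: 0% = DMSO alone and 100% = apelin-13 at 10 nM; some results filed as inactive read as strong as hits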
Target sequence (P35414 whole entry, looked up): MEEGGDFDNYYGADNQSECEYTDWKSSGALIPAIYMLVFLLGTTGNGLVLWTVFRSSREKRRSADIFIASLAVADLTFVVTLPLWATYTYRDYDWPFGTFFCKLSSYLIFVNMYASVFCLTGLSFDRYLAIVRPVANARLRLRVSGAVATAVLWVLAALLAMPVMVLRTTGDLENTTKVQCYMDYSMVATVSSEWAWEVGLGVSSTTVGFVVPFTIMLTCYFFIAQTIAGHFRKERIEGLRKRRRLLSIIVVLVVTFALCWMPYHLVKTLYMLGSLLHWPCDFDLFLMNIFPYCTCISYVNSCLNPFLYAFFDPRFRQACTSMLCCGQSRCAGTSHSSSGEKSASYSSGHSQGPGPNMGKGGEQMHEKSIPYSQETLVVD
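Test system: CHO-K1 APJ beta-arrestin complementation cell line. Amount: cell density 1000 per well. Controls: DMSO negative, 10 nM Apelin-13 positive. Signal: luminescent beta-gal fragment complementation, chemiluminescent substrate. Read-out basis: agonist-driven arrestin binding to APJ. Timing: compound stimulation 90 min at 25 °C, detection 60 min.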
TIM10 inh – growth inhibitors of isogenic TIM10 control yeast, primary screen, counter-screen for tim10-1 yeast inhibitor project, luminescence, uHTS. S. cerevisiae TIM10 strain growth, BacTiter-Glo luminescence, 24 h. inhibition, % at 10 µM. 1.4% of 330,000 active;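 active = inhibition of 40% or more at the single tested concentration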;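 also: wild-type TIM10 isogenic control strain grown at permissive 25 °C; 0% = DMSO yeast wells and 100% = minimal medium wells without yeast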
MPTP inh – mitochondrial permeability transition pore inhibitors, primary screen, biochemical, isolated mouse mitochondria, absorbance. Ca2+ swelling absorbance, 30 min. inhibition, % at 10 µM. AID 602449, 2012. 1.4% of 360,000 active;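 active = inhibition of 50% or more, scaled per plate between neutral and stimulator controls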;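 also: 0% = DMSO wells given calcium and 100% = 1 mM EGTA wells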
MIN6 prolif – inducers of MIN6 beta-cell proliferation, primary screen, ATP luminescence, uHTS; proliferation, % at 10 µM; MIN6 cells proliferation, ATPlite luminescence, 48 h; cells starved in 0.2% serum; 100% = growth in 10% serum; 0.29% of 330,000 active;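 active = compounds whose signal lies at least 3.5 SD above the mean of all wells on their plate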;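 also: 0% = DMSO-treated cells in low-serum medium and 100% = 10% serum control; some compounds called inactive have numbers as strong as hits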
tim10-1 inh – growth inhibitors of tim10-1 mutant yeast, primary screen, luminescence, uHTS. 2.2% of 330,000 active. inhibition, % at 20 µM. AID 463190, 2010. S. cerevisiae tim10-1 ts strain growth, BacTiter-Glo, 24 h;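 active = inhibition of at least 40%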;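 also: mutant grown at 25 °C; 0% = DMSO wells with yeast and 100% = wells holding no yeast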
NLRP3 yeast inh – NALP3 inflammasome inhibitors in reconstituted yeast, primary screen, luminescence, uHTS; Yeast reconstituted NLRP3/ASC/caspase-1, beta-gal luminescence, 24 h; inhibition, % at 10 µM; 0.39% of 330,000 active;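 active = inhibition of 50% or more; inactive = inhibition below 50%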;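 also: plate controls were induced DMSO wells for no effect and uninduced yeast grown without galactose for full effect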
APJ antagonist – antagonists of human apelin receptor APJ, primary screen, CHO-K1 cells, beta-arrestin complementation, luminescence; P35414; inhibition, % at 20 µM; 0.32% of 330,000 active; AID 2521, 2010;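 active = inhibition above about 40% at 20 µM, limit read from the data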;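 also: cells challenged with 10 nM apelin-13 agonist together with compound; plate controls were apelin-13 plus DMSO wells for no effect and DMSO wells lacking apelin-13 for full effect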
tim23-1 inh – growth inhibitors of tim23-1 mutant yeast, primary screen, luminescence, uHTS | 1.3% of 330,000 active | S. cerevisiae tim23-1 growth, BacTiter-Glo luminescence, 24 h | inhibition, % at 20 µM;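 active = growth inhibition of the mutant yeast at or above 50%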;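 also: temperature-sensitive mutant grown at 25 °C; plate controls were DMSO-treated mutant yeast for no effect and medium wells lacking yeast for full effect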
GRIN3A LBD mod – binders of NR3A ligand-binding domain, primary screen, biophysical, differential scanning fluorimetry, uHTS; NR3A LBD differential scanning fluorimetry, Tm shift; 0% = protein alone, 100% = glycine-bound protein; Tm shift relative to glycine control, % at 25 µM; Glutamate receptor ionotropic, NMDA 3A (GRIN3A) ligand-binding domain; AID 1259313, 2017; 2.5% of 340,000 active;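 active = melting temperature shift of at least 10% of the positive control shift, at one fixed dose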
Numbers without * were called inactive; / = no result given.

SMILES	APJ agonist	TIM10 inh	MPTP inh	MIN6 prolif	tim10-1 inh	NLRP3 yeast inh	APJ antagonist	tim23-1 inh	GRIN3A LBD mod
CC(C)C(=O)N1CCN(c2ccccc2NC(=S)NC(=O)/C=C/c2ccco2)CC1	-1	-18	3.3	2	-1	12	11	5	3
Cc1c(C(=O)O)c2cc(O)ccc2n1-c1ccccc1	-2	-5	0.0	-2	14	10	16	6	1
COCCCn1c(=N)c(C(=O)NCc2ccc3c(c2)OCO3)cc2c(=O)n3ccccc3nc21	-3	-1	-0.5	-1	2	1	7	10	-2
Cc1cccc(NC(=O)Cc2c(F)cccc2Cl)n1	-1	6	1.9	-2	8	4	-21	12	3
O=C(C[C@@H]1C/C=C\C[C@@H](Cc2ccc(F)cc2)C(=O)OCCNC1=O)N[C@H](CO)Cc1ccccc1	-2	-1	-0.9	-4	3	7	2	5	-3
CN1CCN(C(=S)c2ccc(-c3cccc(Cl)c3Cl)o2)CC1	3	31	0.1	-3	19	17	-15	25	-11
Cc1ccc(S(=O)(=O)N2CCC(=O)N(CCOCc3cccc(Cl)c3)CC2)cc1	5	-17	-0.3	1	16	18	-2	-11	1
CCN(CC)c1nc2c(s1)C(=O)CC(C)(C)C2	-2	-7	-0.9	1	-7	-4	2	7	-4
O=C(NC1CCCCC1)c1cc(S(=O)(=O)N2CCN(c3ccccc3)CC2)ccc1Cl	-3	-1	-1.6	-4	19	18	6	16	1
COc1c2c(cc3c1C(CC(O)Cc1ccccc1)N(C)CC3)OCO2 (stereo not drawn)	-3	17	0.1	-7	18	7	13	2	0
Cc1ccc(-n2ncc3c(Nc4c(C)n(C)n(-c5ccccc5)c4=O)ncnc32)c(C)c1	-1	9	-0.6	1	21	4	3	7	-6
CC(=O)N/N=C(\C)CC(=O)Nc1cccc2c1CCCC2	-3	14	-0.4	-1	12	22	0	17	-1
CC1=NN(C(=O)c2ccc(Cn3nc(C)cc3C)o2)C(O)(C(F)(F)F)C1 (stereo not drawn)	-5	5	0.3	3	9	0	10	19	2
Cc1ccccc1OCC(=O)OC(C)C(=O)NC1CCCC1 (stereo not drawn)	-3	-4	1.2	-1	8	19	-3	12	2
CCNc1nc(NCC)nc(SCCOC(=O)COc2ccc(Cl)cc2Cl)n1	-3	11	-1.6	-2	11	20	7	1	-43
COc1cccc(Nc2nc(-c3cccs3)nc3ccccc23)c1	-1	48*	14	-5	53*	11	-16	34	21*
CCOC(=O)N1CCN(C(c2ccc(Cl)cc2)c2sc3nc(C)nn3c2O)CC1 (stereo not drawn)	-2	-1	-0.9	-1	-3	-2	-9	3	2
Cc1cccc(C)c1NC(=O)CN1CCN(C(=O)C2CCC2)CC1	-3	-9	0.9	1	-17	-1	3	-15	1
CC1c2ccccc2N(NC(=O)Cc2ccccc2)C1C (stereo not drawn)	4	6	3.6	-3	-1	7	-12	10	3
COc1ccc(NC(=O)N(C2CCCCC2)C(C)c2ccco2)c(OC)c1 (stereo not drawn)	-8	16	1.8	-2	27	18	11	47	/

Random excerpt: 2 entries already listed, in no set order.
SMILES	APJ agonist	TIM10 inh	MPTP inh	MIN6 prolif	tim10-1 inh	NLRP3 yeast inh	APJ antagonist	tim23-1 inh	GRIN3A LBD mod
O=C(NC1CCCCC1)c1cc(S(=O)(=O)N2CCN(c3ccccc3)CC2)ccc1Cl	-3	-1	-1.6	-4	19	18	6	16	1
Cc1ccc(S(=O)(=O)N2CCC(=O)N(CCOCc3cccc(Cl)c3)CC2)cc1	5	-17	-0.3	1	16	18	-2	-11	1

The list goes on.
SMILES	APJ agonist	TIM10 inh	MPTP inh	MIN6 prolif	tim10-1 inh	NLRP3 yeast inh	APJ antagonist	tim23-1 inh	GRIN3A LBD mod
Cc1ccccc1NC(=O)CN1C(=O)S/C(=C\c2ccc(-c3cccc(C(=O)O)c3C)o2)C1=O	-5	17	-0.6	0	16	0	3	-5	-13
CCc1ccc(N(C(=O)c2csnn2)C(C(=O)NC2CCCCC2)c2ccncc2)cc1 (stereo not drawn)	-4	1	-0.1	-4	28	12	11	18	-1
CCN(CC)C(=O)Cn1cnc2sc(C(=O)NCCCN3CCOCC3)c(C)c2c1=O	-2	-10	1.0	0	1	11	7	5	-2
CC1(C)CC(=O)C(C=NCCN2CCN(C(=S)Nc3ccccc3)CC2)=C(O)C1	8	10	-1.0	-2	8	19	-6	23	-2
Cc1cc(C)c(C#N)c(N2CCOCC2)n1	-3	-1	-0.1	-3	-12	-3	8	2	-13
CCOC(=O)c1ccc(S(=O)(=O)N2CCC(C(=O)OCC)CC2)cc1	-2	7	-0.5	1	10	21	17	11	2
COc1ccccc1-c1ccc(=O)n(CC(=O)NCc2ccco2)n1	-1	-12	-1.4	-1	10	11	-5	14	-4
O=S(=O)(c1cccs1)N1CCCc2cccc(O)c21	-5	14	0.4	0	15	43	0	11	3
CCN(CC)C(=O)c1cc(-c2ccccc2OC)on1	4	-2	-0.5	2	4	43	-4	27	-1
CS(=O)(=O)N1N=C(c2cccs2)CC1c1ccc(Cl)o1 (stereo not drawn)	-2	-12	2.9	-2	26	7	2	22	-2
CCn1nc(C)c(C(=O)Nc2cc(Oc3cc(C)cc(C)c3)cc([N+](=O)[O-])c2)c1C	1	35	-0.1	-6	43*	-16	-4	42	-1
CCn1cc([N+](=O)[O-])c(C(=O)N2CCOCC2)n1	0	-2	-1.0	0	4	12	-11	15	-2
Cc1nc2cc(Cl)ccc2c(=O)n1Cc1ccncc1	-5	-2	0.1	3	6	5	5	1	-1
C=CCn1c(SCC(=O)Nc2cc3oc4ccccc4c3cc2OC)nnc1-c1cnccn1	-5	16	4.0	-6	11	5	4	12	-10
COc1ccc(N2C(=O)C3CC=C(Cl)CC3C2=O)cc1 (stereo not drawn)	-5	-3	-0.4	-1	-24	-9	8	0	1
COc1ccc(Cl)cc1NC(=O)CN1CCN(S(=O)(=O)N2CCC(C)CC2)CC1	-3	20	0.2	-1	16	12	8	22	1
CCOC(=O)c1cc(NCc2cccs2)ccc1N1CCOCC1	-5	-16	0.7	0	21	15	-1	16	1
COc1ccc(C2C3C=CCC(c4cccc(-c5ccc(C)cc5)c4)C3C(=O)N2Cc2ccccc2)cc1Cl (stereo not drawn)	-4	56*	0.1	-7	46*	9	-1	53*	-2
Cc1cccc(N2C(=O)N3[C@H](c4ccc(Br)cc4)[C@@H]4C(=O)N(C(C)(C)C)C(=O)[C@@H]4[C@]3(C)C2=O)c1	0	3	-0.9	-5	6	2	5	2	-6
Cn1c(=O)[nH]c(=O)c2c1nc(SCCCO)n2CCCc1ccccc1	0	-4	1.1	-2	-8	-5	-1	-10	1
CCn1c2ccccc2c2cc(NC(=O)c3ccc(Br)o3)ccc21	6	8	29	-6	25	7	1	14	1
Cn1c(=O)c2c(nc(Br)n2Cc2ccc3ccccc3c2)n(C)c1=O	-4	19	1.6	-4	17	13	-18	27	-5
O=C(CN1CCN(C(=O)C2CC2)CC1)Nc1cc(C(F)(F)F)cc(C(F)(F)F)c1	-4	5	0.0	1	9	10	10	6	-2
NC(=O)[C@@H]1CCCCNc2c(F)cc([N+](=O)[O-])cc2C(=O)N[C@@H](CC(=O)O)C(=O)NCC(=O)N1	3	-8	0.8	-2	-4	1	0	5	-2
CCN(CC)C(=O)C1=C(C)NC(=S)NC1c1cn(-c2ccccc2)nc1-c1ccc(Cl)cc1 (stereo not drawn)	-4	18	-4.2	-2	21	15	-11	33	1
COc1cc(NC(=O)c2c(F)cccc2F)c(Cl)cc1Cl	-6	8	0.2	-1	-2	46	-13	3	0
C=C(C)c1cccc(C(C)(C)NC(=O)Nc2ccc(C(N)=O)cc2)c1	0	4	3.7	-1	12	8	2	-5	-34
Cc1ccnc2c1NC(=O)c1cccnc1N2C1CC1	-6	-2	0.1	-1	1	3	2	-7	-3
CCOC(=O)c1ccc(Nc2cc(C)nc(-c3ccccc3)n2)cc1	2	25	3.1	-2	36	21	-13	29	10*
CC1CN(S(=O)(=O)c2ccccc2)CN1C(=O)N1CCOCC1 (stereo not drawn)	-3	0	-0.2	-3	-2	11	15	-11	1
CCN(CC)CCOC(=O)c1c(C)n(C)c2ccc(OC)cc12	0	1	0.7	-1	6	12	6	19	-4
CC(C)CCNCC1OCc2ccccc2CO1	3	-6	2.5	0	-10	23	7	15	-1
COc1ccc(C)cc1NS(=O)(=O)c1ccc(NS(=O)(=O)c2ccc(NC(C)=O)cc2)cc1	-3	-4	-0.7	0	-2	-3	6	-7	0
CCOc1ccccc1-c1cc(C(=O)N2CCOCC2)c2ccccc2n1	-4	6	-0.1	1	23	-2	-11	23	13*
N#CCC(=O)N1CCN(Cc2ccc3c(c2)OCO3)CC1	2	6	0.4	1	-5	20	-2	10	1
CC1CC=C2C(C#N)=C(N)C(C#N)(C#N)C(c3cccs3)C2C1 (stereo not drawn)	5	0	1.5	-3	12	-9	-7	9	-1
O=C(CN1CCOCC1)Nc1c(C(=O)C2CC2)oc2ccccc12	0	-32	-0.2	1	-15	42	9	-6	-1
O=C(Nc1ccc([N+](=O)[O-])cc1)c1nc[nH]c1C(=O)NC1CCCCC1	-2	4	3.7	-4	12	30	5	13	6
Cc1ccc(S(=O)(=O)N(C)c2ccc(OCC(=O)N3CCCC(C(F)(F)F)C3)cc2)cc1 (stereo not drawn)	-5	-12	0.1	-3	-4	13	7	-9	0
Cc1cc(C)c(OCC(O)CNC(C)(C)C)c(C)c1 (stereo not drawn)	-2	4	1.3	0	12	-5	-3	1	-3
CC1CC(C)CN(C(=O)CSC2=Nc3ccccc3C3=NC(Cc4c[nH]c5ccccc45)C(=O)N23)C1 (stereo not drawn)	0	4	9.4	-4	14	-16	4	7	-6
CCOC(=O)c1ccc(S(=O)(=O)n2c(CN3CCCCC3)nc3ccccc32)cc1	-2	50*	1.9	-6	37	9	16	35	1
CC(=O)N(NC(N)=O)C(C)CC(=O)C1C(C)C=CCC1(C)C (stereo not drawn)	-3	12	0.8	-2	18	-7	8	-5	1
CCCc1nc2c(C)ccc(C)c2c(N)c1CC	3	4	2.0	-2	-2	10	-2	15	1
O=C(CSc1nnc(-c2cnccn2)n1Cc1ccco1)c1ccc(Cl)cc1	-4	13	0.1	2	37	-4	6	18	-1
COc1cc(C(=O)NNC(=O)/C=C/c2ccco2)cc(OC)c1OC	-3	10	2.0	-3	5	22	-11	11	0
CCc1c(C)sc(NC(=O)CN2CCN(C(=O)c3ccco3)CC2)c1C(=O)OC	9	25	-2.8	-5	26	12	-5	36	-2
CCOc1ccccc1NC(=S)N1CCN(c2ccc(OC)cc2)CC1	-4	4	-2.1	0	18	8	-8	31	10*

A section from further up, for reference:
SMILES	APJ agonist	TIM10 inh	MPTP inh	MIN6 prolif	tim10-1 inh	NLRP3 yeast inh	APJ antagonist	tim23-1 inh	GRIN3A LBD mod
CC1CC(C)CN(C(=O)CSC2=Nc3ccccc3C3=NC(Cc4c[nH]c5ccccc45)C(=O)N23)C1 (stereo not drawn)	0	4	9.4	-4	14	-16	4	7	-6
CCOC(=O)c1ccc(S(=O)(=O)n2c(CN3CCCCC3)nc3ccccc32)cc1	-2	50*	1.9	-6	37	9	16	35	1
CC(=O)N(NC(N)=O)C(C)CC(=O)C1C(C)C=CCC1(C)C (stereo not drawn)	-3	12	0.8	-2	18	-7	8	-5	1
CCCc1nc2c(C)ccc(C)c2c(N)c1CC	3	4	2.0	-2	-2	10	-2	15	1

Compound activity: PubChem BioAssay, Sanford-Burnham Center for Chemical Genomics
